HGIII-sPLA2 inh – Blocks human group III sPLA2 activity; QFRET BODIPY PC-A2 liposome hydrolysis, fluorescence; inhibition, % at 12.2 µM; 0.56% of 370,000 active;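 active = inhibition above mean plus 3 SD of compounds lying within the high and low control bounds, cut at about 19% in these data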;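 also: 0% = median of test compound wells and 100% = no enzyme DMSO wells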
DAX1 inh-1 – inhibitors of DAX1 repression of SF-1 activated StAR promoter; HEK293T StAR-luciferase reporter, SF-1/DAX-1 repression relief; inhibition, % at 6.8 µM; 1.1% of 370,000 active; AID 652010;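 active = inhibition above the mean over all tested compounds plus 3 SD, cut at about 3.6% in these data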;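 also: 0% = DAX-1 cells with DMSO and 100% = cells lacking DAX-1 with DMSO; higher inhibition means more luminescence from relief of DAX-1 repression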
hgDAF12 agonist – hgDAF-12 agonism, primary luciferase screen. HEK293 GAL4-hgDAF12 UAS-luciferase reporter, agonist luminescence; normalized to butyrate control. activation, % at 6.8 µM. 1.8% of 370,000 active. AID 687014;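 active = activation above a cutoff set at the mean of all screened compounds plus 3 SD, cut at about 10% in these data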;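 also: 0% = DMSO wells and 100% = sodium butyrate wells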
PLCg1 inh – PLC-gamma1 (human) inhibition, primary screen. P19174. inhibition, % at 12.2 µM. AID 720700. 0.84% of 370,000 active. purified PLC-gamma1, fluorogenic substrate, fluorescence; in the data active = inhibition above about 9.5%
Target sequence (P19174 whole entry, looked up): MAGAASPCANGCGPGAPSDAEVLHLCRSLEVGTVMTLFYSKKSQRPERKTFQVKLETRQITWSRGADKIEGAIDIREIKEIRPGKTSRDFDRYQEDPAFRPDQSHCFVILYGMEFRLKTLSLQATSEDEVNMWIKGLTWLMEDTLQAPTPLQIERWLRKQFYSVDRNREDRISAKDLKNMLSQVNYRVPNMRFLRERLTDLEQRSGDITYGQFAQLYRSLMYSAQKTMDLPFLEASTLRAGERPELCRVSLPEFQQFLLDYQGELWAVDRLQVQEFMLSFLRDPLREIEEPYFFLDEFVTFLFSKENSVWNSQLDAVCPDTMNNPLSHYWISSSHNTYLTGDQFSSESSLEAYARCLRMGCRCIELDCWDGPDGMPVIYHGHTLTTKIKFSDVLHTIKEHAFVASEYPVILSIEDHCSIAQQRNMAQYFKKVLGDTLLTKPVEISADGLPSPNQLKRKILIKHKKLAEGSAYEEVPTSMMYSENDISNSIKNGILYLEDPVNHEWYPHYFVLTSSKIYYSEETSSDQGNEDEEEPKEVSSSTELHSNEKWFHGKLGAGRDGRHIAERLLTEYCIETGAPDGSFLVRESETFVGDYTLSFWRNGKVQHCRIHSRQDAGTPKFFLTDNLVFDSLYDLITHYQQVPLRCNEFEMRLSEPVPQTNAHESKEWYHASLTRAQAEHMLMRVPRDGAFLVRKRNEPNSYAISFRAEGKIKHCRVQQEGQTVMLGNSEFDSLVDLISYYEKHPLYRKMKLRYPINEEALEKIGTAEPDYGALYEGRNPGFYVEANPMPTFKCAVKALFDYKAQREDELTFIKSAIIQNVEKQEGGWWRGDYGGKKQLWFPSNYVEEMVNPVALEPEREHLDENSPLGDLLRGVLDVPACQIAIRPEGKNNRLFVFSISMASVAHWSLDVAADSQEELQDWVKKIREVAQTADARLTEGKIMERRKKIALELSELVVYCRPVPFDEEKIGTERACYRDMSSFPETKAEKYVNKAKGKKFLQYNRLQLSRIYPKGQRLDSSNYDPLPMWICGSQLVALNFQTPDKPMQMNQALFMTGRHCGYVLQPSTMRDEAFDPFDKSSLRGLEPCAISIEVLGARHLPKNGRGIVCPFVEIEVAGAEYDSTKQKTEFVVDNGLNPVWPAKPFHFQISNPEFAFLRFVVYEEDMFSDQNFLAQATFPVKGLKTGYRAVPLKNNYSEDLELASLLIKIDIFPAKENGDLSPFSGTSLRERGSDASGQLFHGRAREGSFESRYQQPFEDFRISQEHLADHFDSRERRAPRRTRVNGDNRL
ssDAF12 agonist – activates DAF-12 receptor from parasite S. stercoralis. activation, % at 6.8 µM. AID 652126. 1% of 370,000 active. HEK293 ssDAF-12/GRIP1 lit1-tk-luc reporter, luminescence; % of 3 µM dafachronic acid response;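 active = activation above the mean over all tested compounds plus 3 SD, cut at about 0.9% in these data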;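 also: 0% = DMSO-only wells and 100% = 3 µM delta7-dafachronic acid wells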
ADAM17 inh – inhibitors of human ADAM17. P78536. recombinant ADAM17, EDANS/DABCYL FRET peptide cleavage. inhibition, % at 6.95 µM. 0.83% of 370,000 active. AID 720648;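 active = inhibition above the mean of compounds lying between control limits plus 3 SD, set per campaign, cut at about 8.5% in these data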;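 also: 0% = DMSO-only wells as the low control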
ADAM10 inh – inhibits human ADAM10; recombinant ADAM10, EDANS/DABCYL FRET peptide cleavage, 3 h; inhibition, % at 7 µM; 0.62% of 370,000 active;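 active = inhibition above a per-campaign cutoff equal to the mean of compounds falling between control-based bounds plus 3 SD, cut at about 20% in these data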;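 also: 0% = DMSO wells while the 100% control is not disclosed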
FXN GAA850 act – increases GAA850 frataxin promoter reporter activity; HEK293 lucGAA850 FXN promoter luciferase reporter, 24 h; percent of 10 µM SAHA response; AID 540364; activation, % at 6 µM; 0.56% of 360,000 active;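 active = activation above the average of all compounds screened plus 3 SD, cutoff fixed separately per campaign, cut at about 7.5% in these data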;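 also: 0% = DMSO wells and 100% = 10 µM SAHA wells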
DAX1 inh-2 – NR0B1 (DAX1) inhibition; AID 504766; 0.99% of 340,000 active; HEK293 Gal4-DAX1 luciferase reporter, luminescence; P51843; inhibition, % at 6.75 µM;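 active = inhibition above the mean over all tested compounds plus 3 SD, cut at about 4.2% in these data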;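 also: 0% = DAX1-transfected cells with DMSO and 100% = empty-vector control cells with DMSO; inhibition shows as a rise in luminescence from relieved DAX1 repression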
PLCb3 inh – PLC-beta3 (human) inhibition, primary screen; Purified PLC-beta3, fluorogenic substrate, fluorescence; 0.18% of 370,000 active; Q01970; inhibition, % at 12.2 µM; AID 720704; in the data active = inhibition above about 11%;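 also: 0% = median of compound wells on plate and 100% = full blocker control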
hcDAF-12 act – activators of H. contortus DAF-12 nuclear receptor | activation, % at 6.8 µM | HEK293 hcDAF-12 lit1-tk-luc reporter, luminescence; 0% DMSO, 100% Δ7-dafachronic acid | 1.4% of 370,000 active | AID 652067;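 active = activation above the mean of all tested compounds plus 3 SD, cut at about 5.5% in these data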;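 also: 100% = response to 3 µM Δ7-dafachronic acid high control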
* = called active by the depositor; x = no result given. An unsorted share of the library. About 6.9% of those tested had a hit in this group.

SMILES	HGIII-sPLA2 inh	DAX1 inh-1	hgDAF12 agonist	PLCg1 inh	ssDAF12 agonist	ADAM17 inh	ADAM10 inh	FXN GAA850 act	DAX1 inh-2	PLCb3 inh	hcDAF-12 act
Cc1cc(Nc2ccccc2Cl)c2ccccc2n1	-8	-1.2	-2.5	1	-1.5	-2	-6	-0.6	-2.8	-5	-1.9
Cc1ccc(-c2cc3nc(-c4ccccc4)cc(N4CCC5(CC4)OCCO5)n3n2)cc1	-4	0.4	1.1	-181	-0.5	-30	-84	0.6	0.0	-182	0.8
O=c1sc2ccccc2c(N2CCN(c3ccccc3)CC2)c1[N+](=O)[O-]	-2	-0.3	3.8	-5	-1.0	-1	-9	-0.9	0.1	-9	-0.5
CCCC[n+]1ccn(C2=C([O-])c3ccccc3C(=O)/C2=N\S(=O)(=O)c2ccccc2)c1	8	-2.5	-5.4	3	-0.7	2	-2	-0.4	-1.3	3	-1.5
COc1cccc(CNC(=O)C(NS(=O)(=O)c2ccc3c(c2)CCN3C(C)=O)C(C)C)c1 (centres undefined)	3	-0.2	0.3	4	-0.8	-3	-12	1.1	-0.3	-11	0.8
c1ccc(CN2CCC3CC2c2ccc(N4CCOCC4)cc23)cc1 (centres undefined)	7	-1.1	1.3	6	-1.4	0	0	-1.2	1.2	1	1.4
Cc1ccc(OCC(=O)N/N=C\c2cccs2)c([N+](=O)[O-])c1	5	0.0	5.3	3	-1.7	1	-2	3.5	0.9	-4	0.1
CCc1nc(N2CCN(C(=O)CCCl)CC2)c2c3c(sc2n1)CCCC3	-7	-1.3	-3.6	4	-1.7	-2	2	1.6	1.5	3	-0.2

The results go on.
SMILES	HGIII-sPLA2 inh	DAX1 inh-1	hgDAF12 agonist	PLCg1 inh	ssDAF12 agonist	ADAM17 inh	ADAM10 inh	FXN GAA850 act	DAX1 inh-2	PLCb3 inh	hcDAF-12 act
C[C@H](NC(=O)c1ccco1)C(=O)N1CCCC1	-2	0.3	2.6	-1	-1.5	0	-6	1.8	-1.3	-6	-1.8
CC(C)(C)NC(=O)C(c1ccncc1)N(Cc1cccs1)C(=O)c1csnn1 (centres undefined)	2	0.3	0.1	0	-0.8	1	9	0.0	2.0	-8	-1.7
CN(C)c1ccc(S(=O)(=O)c2ccc(Cl)cc2)cc1	0	-1.2	-1.1	-81	-1.1	-4	-1	0.4	1.4	-92	-1.2
CCCCN1C(=S)NC[C@@H]1C(C)CC (some centres undefined)	14	-0.2	-1.4	-1	-1.5	-3	1	-1.1	1.4	4	-1.3
CCCCCn1cnc2sc(CC)cc2c1=O	-3	2.9	12*	-1	-0.6	1	-1	3.0	0.0	0	1.4
O=C(NCc1ccc2c(c1)OCO2)C(=O)NCC1OCCN1S(=O)(=O)c1ccccc1 (centres undefined)	3	0.1	4.5	-1	-0.9	-7	-1	0.8	0.1	-5	0.1
CC(C)(C)NC(=O)c1cccc(NC(=O)CSc2ccccc2)c1	4	-0.3	0.3	1	-1.0	-4	-7	-1.8	-1.2	2	-0.8
CCOC(=O)C1(CCCc2ccccc2)CCN(C(=O)c2cc(C)nc(C)n2)CC1	5	0.2	-2.1	5	-1.7	0	7	1.2	0.0	-4	0.4

New compounds follow
SMILES	HGIII-sPLA2 inh	DAX1 inh-1	hgDAF12 agonist	PLCg1 inh	ssDAF12 agonist	ADAM17 inh	ADAM10 inh	FXN GAA850 act	DAX1 inh-2	PLCb3 inh	hcDAF-12 act
CCC(CC)c1nnc(NC(=O)CS(=O)(=O)c2ccccc2)s1	-6	-0.1	1.7	1	-1.5	0	3	-1.9	-0.4	-7	-1.4
CCC(C)[C@@H]1NC(=O)N(CCCN2CCCC2=O)C1=O (some centres undefined)	7	0.0	1.1	2	-1.2	1	8	0.5	-0.4	-3	-2.4
Cc1ccc(NC(=O)CCC(=O)N2CCOCC2)nc1	-2	1.3	2.3	1	-0.6	0	-3	0.4	-0.3	-2	0.9
Cc1ccc(C(=O)Cc2nc3ccccc3[nH]2)cc1	-5	0.9	6.2	-81	-0.1	-9	-21	4.2	0.4	-116	1.9
Cc1cc2c(NC(=O)Nc3ccc(C(C)(C)C)cc3)cccc2nn1	-7	-0.7	-1.8	-13	-1.4	-3	0	1.3	1.1	-17	-1.3
COc1ccc(N2C(=S)NC(C)(C)CC2(C)c2ccc(OC(C)=O)cc2OC(C)=O)cc1 (centres undefined)	15	0.7	0.4	2	-1.4	-2	5	-7.5	3.8	-2	-0.4
COc1ccc(S(=O)(=O)N2CCCCC2)cc1NC(=O)CCNC(=O)c1ccc(Cl)cc1	15	0.1	-2.5	7	-0.8	-1	-16	0.1	-0.2	2	2.9
COc1ccc(C(=O)Nc2oc(-c3ccccc3)c(-c3ccccc3)c2C#N)cc1OC	-28	-0.9	-2.5	-54	-0.9	1	-6	-1.2	-1.0	-77	-1.4

Next part
SMILES	HGIII-sPLA2 inh	DAX1 inh-1	hgDAF12 agonist	PLCg1 inh	ssDAF12 agonist	ADAM17 inh	ADAM10 inh	FXN GAA850 act	DAX1 inh-2	PLCb3 inh	hcDAF-12 act
OCCNCc1cc(Br)ccc1OCc1ccc(Cl)cc1	-5	-0.8	-3.6	-2	-1.7	-3	-7	-4.2	0.0	1	-2.4
COc1ccc(-c2nnc(NC(=O)c3ccc(F)cc3)o2)cc1	1	-0.1	0.2	0	-0.2	0	-3	-3.5	0.5	3	-0.7
COc1ccccc1NC(=S)N1CCN(Cc2ccc3c(c2)OCO3)CC1	8	-0.7	-0.7	-2	-0.3	-3	-3	2.9	-0.7	0	-1.3
CCOc1ccc(N2C(=O)CC(NC3CCN(C(=O)c4ccc(F)cc4)CC3)C2=O)cc1 (centres undefined)	-3	0.2	0.8	1	-0.9	-7	-3	1.4	-0.3	-4	0.5
COCc1[nH]nc2c1C(c1ccc(F)cc1)N(Cc1ccccc1)C2=O (centres undefined)	-11	-1.0	0.2	1	-0.6	0	4	x	x	1	0.9
COc1cc(SSc2cc(OC)cc([N+](=O)[O-])c2N)c(N)c([N+](=O)[O-])c1	-2	-0.8	-1.5	2	-1.1	5	14	3.5	0.9	-10	1.8
Cc1c(CNC(=O)c2cnn3c2NC(c2ccc(Br)cc2)CC3C(F)(F)F)cnn1C (centres undefined)	-16	-0.1	-1.8	-2	-1.4	0	3	0.4	-0.2	-1	-0.3
O=C(CNC(=O)C1COc2ccccc2O1)Nc1ccc(F)c(F)c1 (centres undefined)	-8	0.8	1.4	0	-0.4	-3	1	-1.1	1.7	0	0.7

Other compounds follow.
SMILES	HGIII-sPLA2 inh	DAX1 inh-1	hgDAF12 agonist	PLCg1 inh	ssDAF12 agonist	ADAM17 inh	ADAM10 inh	FXN GAA850 act	DAX1 inh-2	PLCb3 inh	hcDAF-12 act
O=C(NC1CCCCC1)c1c2c(nc3ccccc13)CCC2	6	0.8	-0.2	-1	-1.4	-7	-14	2.5	-0.2	-13	-0.8
COc1ccc(OC)c(S(=O)(=O)N2CCN3CCCC3C2)c1 (centres undefined)	0	0.4	1.9	-3	-1.2	2	5	-0.2	0.5	-4	1.0
Cc1ccc(C2(O)CN(c3ccccc3)C3=[N+]2CCS3)cc1 (centres undefined)	-6	-0.2	2.4	-1	-0.6	1	3	4.7	0.6	0	-0.9
Cc1cc(-c2ccc(S(=O)(=O)Nc3ccc(C#N)cc3)s2)on1	-15	-0.4	1.8	-8	-1.2	2	-4	2.3	0.5	-22	-0.9
O=c1[nH]n(-c2cccc(Cl)c2)c2ncccc12	-7	-0.5	2.4	-31	-0.9	0	2	0.3	1.3	-36	-0.6
COc1ccc(/C=N/NC(=O)c2cc(C34CC5CC(CC(C5)C3)C4)[nH]n2)cc1OC	3	0.2	-2.1	-3	-1.7	-4	-3	2.3	-1.1	-2	-2.0
COC(=O)COc1ccc2c(=O)c(Oc3ccccc3Br)coc2c1	0	-0.6	0.9	-1	-0.7	1	-10	3.1	0.1	-4	-1.8
N#CC1=C(N)Oc2ccccc2C12C(=O)Nc1n[nH]c(-c3ccccc3)c12 (centres undefined)	13	0.1	-1.1	-1	-1.2	-4	-5	0.1	-0.1	3	-0.2

Entries listed so far that contain fluorine, in the order listed:
SMILES	HGIII-sPLA2 inh	DAX1 inh-1	hgDAF12 agonist	PLCg1 inh	ssDAF12 agonist	ADAM17 inh	ADAM10 inh	FXN GAA850 act	DAX1 inh-2	PLCb3 inh	hcDAF-12 act
COc1ccc(-c2nnc(NC(=O)c3ccc(F)cc3)o2)cc1	1	-0.1	0.2	0	-0.2	0	-3	-3.5	0.5	3	-0.7
CCOc1ccc(N2C(=O)CC(NC3CCN(C(=O)c4ccc(F)cc4)CC3)C2=O)cc1 (centres undefined)	-3	0.2	0.8	1	-0.9	-7	-3	1.4	-0.3	-4	0.5
COCc1[nH]nc2c1C(c1ccc(F)cc1)N(Cc1ccccc1)C2=O (centres undefined)	-11	-1.0	0.2	1	-0.6	0	4	x	x	1	0.9
Cc1c(CNC(=O)c2cnn3c2NC(c2ccc(Br)cc2)CC3C(F)(F)F)cnn1C (centres undefined)	-16	-0.1	-1.8	-2	-1.4	0	3	0.4	-0.2	-1	-0.3
O=C(CNC(=O)C1COc2ccccc2O1)Nc1ccc(F)c(F)c1 (centres undefined)	-8	0.8	1.4	0	-0.4	-3	1	-1.1	1.7	0	0.7

Next part.
SMILES	HGIII-sPLA2 inh	DAX1 inh-1	hgDAF12 agonist	PLCg1 inh	ssDAF12 agonist	ADAM17 inh	ADAM10 inh	FXN GAA850 act	DAX1 inh-2	PLCb3 inh	hcDAF-12 act
COc1ccccc1NC(=O)c1nn(-c2cccc(C(F)(F)F)c2)ccc1=O	5	0.0	-0.8	-2	-1.4	2	-3	-0.4	1.1	3	-2.2
S=C(Nc1ccc(Br)cc1)NC1CCCC1	13	1.6	7.3	3	-1.3	0	0	2.2	-0.3	-1	-0.2
COC(=O)c1ccccc1NC(=O)CN(c1ccccc1)S(=O)(=O)N(C)C	-7	0.3	1.5	4	-1.0	-2	-5	2.1	-1.6	3	-1.2
CC(C)CC(NS(=O)(=O)c1ccccc1S(=O)(=O)NC(CC(C)C)C(=O)O)C(=O)O (centres undefined)	8	-0.5	0.7	1	-0.7	-3	2	1.3	1.1	6	-1.0
CC1=C2C3OC(=O)C(C)C3CCC2(C)C=CC1=NO (centres undefined)	-1	-1.0	0.2	0	-1.4	-1	3	1.6	-0.7	0	-1.4
